APOBEC3G inh = APOBEC3G DNA deaminase inhibitors, primary screen, biochemical, fluorescence, single-stranded DNA substrate, uHTS; inhibition, % at 20 µM; 330,000 tested, 0.28% active; recombinant A3G, ssDNA deamination FAM/TAMRA fluorescence; DNA dC->dU-editing enzyme APOBEC-3G (Homo sapiens), Q9HC16;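 active means inhibition of at least 40% at 20 µM, with no more than 30% in the related APOBEC3A deaminase screen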;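 further: plate controls were DMSO wells with A3G for no effect and wells lacking A3G enzyme for full effect; some compounds called inactive have numbers as strong as hits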
beta cell repl = inducers of MIN6 beta-cell proliferation, primary screen, ATP luminescence, uHTS | proliferation, % at 10 µM | AID 2380, 2010 | 330,000 tested, 0.29% active | MIN6 cells proliferation, ATPlite luminescence, 48 h; cells starved in 0.2% serum; 100% = growth in 10% serum;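 active means compounds whose signal lies at least 3.5 SD above the mean of all wells on their plate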;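 further: 0% = DMSO-treated cells in low-serum medium and 100% = 10% serum control; some compounds called inactive have numbers as strong as hits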
mIAP activ = activators of mouse IAP, primary screen, biochemical, luminescence, uHTS; muIAP, CDP-Star luminescence, 30 min; active compounds read high; 1 = vehicle-only enzyme signal, 0 = enzyme-free wells; activation factor at 10 µM; 330,000 tested, 0.24% active; AID 2805, 2010;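 active means activation factor of at least 2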; further: the source names both 10 and 20 µM as test concentration; values of inactives mirror those of a sister screen read the other way
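System: Mouse IAP enzyme | Also added: CDP-Star substrate | Dosing: Compounds dispensed in DMSO | Schedule: 30 min enzyme-substrate-compound incubation at room temperature | Technique: Chemiluminescence readout | Control set: DMSO-only wells and no-enzyme negative control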
mIAP inh = inhibitors of mouse IAP, primary screen, biochemical, luminescence, uHTS. purified mouse IAP, CDP-Star luminescence, 30 min. inhibition, % at 10 µM. 330,000 tested, 0.2% active;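 active means inhibition of at least 40% at 10 µM in the primary screen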;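 further: plate controls were DMSO with enzyme for no effect and no enzyme wells for full effect; values of inactives mirror those of a sister screen read the other way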
NLRP3 yeast inh = NALP3 inflammasome inhibitors in reconstituted yeast, primary screen, luminescence, uHTS; Yeast reconstituted NLRP3/ASC/caspase-1, beta-gal luminescence, 24 h; inhibition, % at 10 µM; 330,000 tested, 0.39% active; AID 2825, 2010;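 active means inhibition of 50% or more; inactive means inhibition below 50%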;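 further: plate controls were induced DMSO wells for no effect and uninduced yeast grown without galactose for full effect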
hIAP block = human IAP inhibitors, primary screen, biochemical, luminescence, uHTS; Intestinal-type alkaline phosphatase (Homo sapiens), P09923; purified IAP, CDP-Star luminescence, 30 min; inhibition, % at 10 µM; 330,000 tested, 0.12% active;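 active means inhibition reaching a set limit with compound at 10 µM in the primary screen, cut at about 35% in these data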;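 further: plate controls were DMSO wells with enzyme for no effect and no-enzyme buffer wells for full effect; values of inactives mirror those of a sister screen read the other way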
Target sequence (P09923 whole entry, looked up): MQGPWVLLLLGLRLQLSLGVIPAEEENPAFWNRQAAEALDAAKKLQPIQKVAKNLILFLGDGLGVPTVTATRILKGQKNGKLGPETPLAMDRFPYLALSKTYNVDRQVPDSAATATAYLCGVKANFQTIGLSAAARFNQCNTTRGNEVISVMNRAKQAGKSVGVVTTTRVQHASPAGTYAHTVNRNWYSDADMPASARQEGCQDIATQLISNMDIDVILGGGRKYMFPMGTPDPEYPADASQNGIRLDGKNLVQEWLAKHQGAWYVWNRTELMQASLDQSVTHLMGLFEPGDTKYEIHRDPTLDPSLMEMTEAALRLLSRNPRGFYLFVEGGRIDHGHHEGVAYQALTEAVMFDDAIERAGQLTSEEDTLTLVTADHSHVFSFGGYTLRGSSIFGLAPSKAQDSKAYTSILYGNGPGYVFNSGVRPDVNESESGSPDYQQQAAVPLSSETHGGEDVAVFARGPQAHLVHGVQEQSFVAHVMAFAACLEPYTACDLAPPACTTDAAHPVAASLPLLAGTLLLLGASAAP
SENP1 FRET inh = human SENP1 catalytic domain inhibitors, primary screen, biochemical, FRET, uHTS | recombinant SENP1 catalytic domain, CyPet-SUMO1-YPet FRET cleavage | inhibition, % at 10 µM | 360,000 tested, 0.21% active | Sentrin-specific protease 1 (Homo sapiens), Q9P0U3;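 active means inhibition at least 30% at 10 µM, raw YFP signal under a set limit, fluorescence ratio 0.5 to 1.5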;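 further: 0% = enzyme with DMSO and 100% = no enzyme wells; some results filed as inactive read as strong as hits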
Target sequence (Q9P0U3 419-644 limits assumed): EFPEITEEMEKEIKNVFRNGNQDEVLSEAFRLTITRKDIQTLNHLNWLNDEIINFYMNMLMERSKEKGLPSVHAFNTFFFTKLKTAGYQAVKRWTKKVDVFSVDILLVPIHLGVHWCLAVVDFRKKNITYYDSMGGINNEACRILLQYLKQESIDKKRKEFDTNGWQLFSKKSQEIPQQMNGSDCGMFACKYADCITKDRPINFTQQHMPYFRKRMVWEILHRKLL
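Controls: no-enzyme wells low, DMSO-plus-enzyme wells high control. Test system: human recombinant His6-tagged SENP1 catalytic domain enzyme. Reagent: SFCypet-SUMO1-SFYpet FRET protein substrate, 25 nM final. Doses: one dose per compound, 10 µM, 0.5% DMSO. Detection: FRET, CFP and YFP emission. Timing: 50 min reaction at room temperature.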
hIAP activ = human IAP activators, primary screen, biochemical, luminescence, uHTS; Intestinal-type alkaline phosphatase (Homo sapiens), P09923; 330,000 tested, 0.16% active; activation factor at 10 µM; purified human IAP, CDP-Star luminescence, 30 min; active compounds read high; 1 = vehicle-only enzyme, 0 = enzyme-free background;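 active means activation factor of the enzyme at least 2-fold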; further: the source names both 10 and 20 µM as test concentration; values of inactives mirror those of a sister screen read the other way
A3A deaminase = APOBEC3A ssDNA deaminase inhibitors, primary screen, selectivity assay for APOBEC3G inhibitor project, biochemical, FAM/TAMRA oligo cleavage fluorescence; DNA dC->dU-editing enzyme APOBEC-3A (Homo sapiens), P31941; AID 493011, 2011; recombinant A3A, FAM/TAMRA ssDNA deamination fluorescence; 330,000 tested, 0.41% active; inhibition, % at 20 µM;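 active means at least 40% inhibition at 20 µM here, with at most 30% in a related deaminase screen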;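 further: plate controls were A3A with DMSO for no effect and wells lacking A3A enzyme for full effect; some results filed as inactive read as strong as hits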
Target sequence (P31941 whole entry, looked up): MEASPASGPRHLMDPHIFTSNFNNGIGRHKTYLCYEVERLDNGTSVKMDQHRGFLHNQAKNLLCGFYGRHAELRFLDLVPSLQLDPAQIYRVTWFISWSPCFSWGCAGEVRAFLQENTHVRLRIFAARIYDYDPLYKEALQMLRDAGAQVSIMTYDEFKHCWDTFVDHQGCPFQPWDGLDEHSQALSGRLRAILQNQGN
* = called active by the depositor; x = no result given. Not all compounds are listed. The share of hits here may be higher or lower than overall.

Values run as follows: APOBEC3G inh	NLRP3 yeast inh	hIAP activ	mIAP activ	mIAP inh	SENP1 FRET inh	hIAP block	beta cell repl	A3A deaminase
1: CC(C)CN(C(=O)c1ccc(=O)n(C)n1)c1c(N)n(Cc2ccccc2)c(=O)[nH]c1=O
    -8	12	1	1.1	-7	-5	0	2	-2
2: O=C(O)CC1c2ccccc2CCN1S(=O)(=O)c1ccccc1 (configuration not stated)
    -3	24	1.1	0.98	2	-1	-8	3	-6
3: CC1C(=O)Nc2ccc(S(=O)(=O)N3CCN(c4cccc(Cl)c4)CC3)cc2NC1=O (configuration not stated)
    -1	21	1	1	-2	0	-4	-1	-3
4: COCCNC(=O)C(c1ccccc1C)N(C(=O)Cn1nnc2ccccc21)c1cccnc1 (configuration not stated)
    -6	6	1.1	1.1	-8	2	-13	-1	-4
5: CCC(=O)Nc1c(C)cc(C)cc1Cl
    -4	19	0.91	0.94	6	2	9	3	-1
6: COc1cccc(NC(=O)N(Cc2cc3cc(C)cc(C)c3[nH]c2=O)CC2COCCO2)c1 (configuration not stated)
    -8	15	1	1.1	-10	3	-2	-1	-3
7: COc1cc(CC(=O)OCC(=O)N2CCCCC2)cc(OC)c1OC
    -9	2	0.92	1	-3	2	8	3	-3
8: CC[C@]1(C(=O)OC)[C@H]2C(=O)N(C)C(=O)[C@H]2[C@H]2CN=C(SCc3ccccc3)N21
    1	x	x	1	-4	3	x	x	0
9: Cc1ccccc1N=C1NC(=O)CS1
    0	6	1	1	-1	2	-1	2	-3
10: Cc1cc(C(=O)Nc2nnc(C3CC3)s2)c(C)s1
    -6	48	0.93	0.99	1	2	7	-2	-2
11: COc1ccccc1CCC(=O)Nc1ccc(S(=O)(=O)Nc2cc(C)nc(C)n2)cc1
    -2	1	1.1	0.94	6	-2	-15	0	31
12: COc1ccc(C(c2c(C)n(C)n(-c3ccccc3)c2=O)c2c(C)n(C)n(-c3ccccc3)c2=O)cc1O
    -1	7	0.95	0.98	2	x	5	-3	0
13: Cc1c(Cl)cnc(NC(=O)CSc2nnc(C)n2Cc2ccccc2)c1Cl
    -5	14	1.1	1	-5	-1	-13	-4	-1
14: Cc1ccccc1C(=O)c1cccn1CC(=O)NCC(C)c1ccccc1 (configuration not stated)
    -4	5	1.5	0.97	2	-2	-47	1	0
15: O=C(COC(=O)Cc1ccc(Br)cc1)NCC1CCCO1 (configuration not stated)
    -2	-1	1.2	1	-4	2	-22	-4	2
16: O=C(O)CCCNc1ccc(S(=O)(=O)N2CCCCC2)cc1
    -6	16	1.3	1.1	-10	1	-27	-1	-1
17: CC(C)NC(=O)COCc1cc(-c2ccc3c(c2)OCO3)on1
    -3	-2	1.2	0.95	5	0	-23	-2	-5
18: Cc1nnc(NCc2ccncc2)c2ccccc12
    21	9	1.1	0.86	14	-6	-12	-3	8
19: C/C(=N/NC(=O)c1ccc(Cl)s1)c1ccc(NC(=O)COc2ccc(Cl)cc2)cc1
    -11	10	1.1	0.96	4	-2	-9	-3	-14
20: Cc1ccc(-c2nn(CC(=O)NCc3ccccn3)c(=O)c3ccccc23)cc1S(=O)(=O)N(C)C
    -4	-3	1	1	-1	0	-2	2	0
21: C=C(C)CNC(=S)N=Nc1c(O)[nH]c2ccc([N+](=O)[O-])cc12
    -1	24	1.3	0.8	20	2	-30	-6	5
22: COc1ccc(S(=O)(=O)Nc2ccc(-c3ccc4nnc(C)n4n3)cc2)c(OC)c1
    -3	-5	0.92	0.97	3	-3	8	-7	1
23: CNc1ncc(C(=O)c2ccc(Cl)c(Cl)c2)s1
    -7	35	1	1	-1	0	-2	-1	1
24: NS(=O)(=O)c1ccc(CCNC(=O)C(=O)c2c[nH]c3ccccc23)cc1
    -1	-6	1	0.94	6	1	-4	-4	1
25: O=C(CCNS(=O)(=O)c1cccc2nonc12)NC1CCCCCC1
    1	0	1	0.98	2	2	0	-3	2
26: CC1CCN(CCCNC(=O)C2CCC(CNS(=O)(=O)c3cccc4nsnc34)CC2)CC1 (configuration not stated)
    8	12	1.3	1.1	-12	1	-33	-4	0
27: Cc1cc(NC(=O)CSc2nnc(C(C)N(C)C)n2-c2ccc(F)cc2)no1 (configuration not stated)
    0	1	0.99	1	0	1	1	-1	2
28: COCCn1c(SCC(=O)Nc2cc(OC)ccc2OC)nc2c(c1=O)SC(C)C2 (configuration not stated)
    2	-5	1	0.96	4	1	-2	-2	7
29: Cc1ccc(-c2nn(-c3ccccc3)cc2CO)o1
    0	25	1	1	-2	0	-1	2	-5
30: O=C(NN1C(=O)C2C(C1=O)C1C=CC2C12CC2)c1ccccc1 (configuration not stated)
    -10	0	0.96	0.93	7	0	4	-3	-5
31: COc1cc(OC)c(C2C(C#N)=C(N)OC3=C2C(=O)CC(C)(C)C3)cc1OC (configuration not stated)
    -4	-12	0.78	1	-4	-24	22	-2	0
32: Cn1c(-[n+]2c(-c3ccccc3)cc(-c3ccccc3)cc2-c2ccccc2)nc2cc([N+](=O)[O-])ccc21
    9	5	0.72	0.89	11	2	28	-5	46*
33: CCCn1c(SCC(=O)Nc2ccccc2Cl)nc(O)cc1=O
    13	19	1.3	0.99	1	1	-26	-4	-1
34: CC(C)(C)SC(=O)CC1NS(=O)(=O)OCC1NC(=O)OCC(Cl)(Cl)Cl (configuration not stated)
    -11	15	0.93	1.1	-9	-1	7	-1	-3
35: COc1ccccc1OCCNC(=O)c1ccc(C(C)(C)C)cc1
    -8	-6	1	1.1	-10	2	-2	-4	-2
36: Cc1ccc(C(=O)c2c(NC(=O)c3ccccc3)sc(C)c2C)cc1
    43*	5	1	0.83	16	0	0	-5	6
37: CCC1(c2ccccc2)NC(=O)N(CC(=O)c2ccc3c(c2)OCO3)C1=O (configuration not stated)
    -3	17	0.95	0.97	3	-3	5	0	-1
38: CCC(C)NC(=O)CSc1ccc(NC(C)=O)cc1 (configuration not stated)
    -6	-13	0.94	1	0	3	6	0	-5
39: COC(=O)C1=C(C)N(c2ccc(OC)c(OC)c2)C(=O)/C1=C\c1ccco1
    -3	1	1	0.9	10	3	-3	-2	4
40: O=c1c2c([nH]c3ccccc13)CCCCCC2
    -6	5	0.92	1	-2	1	8	-2	1
41: Cc1cc(CN2CCOCC2)c(O)c(C2(C)CCCCC2)c1
    -10	5	0.78	1.1	-8	2	22	-4	-4
42: COc1ccc(NC(=O)N2CCN(c3cccc(C(F)(F)F)c3)CC2)cc1OC
    -3	12	0.91	1	-4	3	9	-2	1
43: CCc1sc(NC(=O)C(C)C)nc1-c1ccccc1
    -2	-13	0.94	0.97	3	-1	6	-1	6
44: Cc1ccc(NC(=O)NNC(=O)C2CC(c3cccnc3)=NO2)cc1 (configuration not stated)
    -1	2	0.95	0.97	3	2	5	-1	-1
45: COc1ccc(Nc2nc3ccccc3nc2C)cc1
    -7	39	1	0.88	12	-72	-3	-2	-3
46: COc1ccc(N2CCN(S(=O)(=O)c3cc4c(cc3C)N(C(C)=O)CCO4)CC2)cc1
    -3	3	0.96	0.98	2	1	4	3	0
47: CCNC(=S)N/N=C/c1c(C)nn(-c2cccc(Cl)c2)c1Cl
    -7	-9	0.95	0.98	2	1	5	-1	-7
48: Cc1n(CC(=O)c2ccc(F)cc2)c2ccccc2[n+]1C
    -4	6	1.3	1	-1	1	-29	0	-6
49: O=C(N1CCN(c2ccc(F)cc2)CC1)C12CC3CC(CC(C3)C1)C2
    -3	11	0.93	0.97	3	0	7	-4	-3
50: O=C(Nc1nc(-c2nc3ccccc3s2)cs1)C1CC1
    43*	28	1	1	-4	-8	-3	-2	0
51: CC[C@H](C)[C@@H](CN[C@H](C)CNC)NCCC(c1ccccc1)c1ccccc1
    2	15	1	0.96	4	0	-5	-9	1
52: CCNC(=S)N/N=C(\C)c1ccco1
    -5	4	1.1	1.1	-13	-1	-14	-2	-8
53: O=[N+]([O-])c1ccccc1-n1cnc2ccccc21
    -7	-2	1	1.1	-10	3	-1	-4	0
54: CCN(CC)C(=O)C1CCC(C)(C(=O)O)C1(C)C (configuration not stated)
    -7	0	0.98	1	-2	0	2	-1	-5
55: CCSc1nnc(NC(=O)c2nc(-c3ccccc3)n(-c3ccccc3)n2)s1
    1	20	1.2	1	-2	-1	-17	-1	5
56: OCCC1CN(Cc2cnn(-c3ccccc3Cl)c2)CCN1Cc1ccsc1 (configuration not stated)
    1	17	1.2	0.95	4	2	-15	-5	0
57: COc1ccc(S(=O)(=O)NCC2CCC(C(=O)NCc3ccc(F)cc3)CC2)cc1 (configuration not stated)
    -5	16	1.1	1	-1	3	-12	2	-2
58: O=C(c1cccc(Br)c1)N1CCN(C(=O)N2CCOCC2)CC1
    1	-2	0.97	1	0	0	3	3	0

Screens deposited in PubChem BioAssay by Sanford-Burnham Center for Chemical Genomics.
